High-throughput results (PubChem)
BAZ2B block = blocks human BAZ2B; AID 504333; AlphaScreen BAZ2B-H3K14Ac peptide displacement; Potency, µM (titrated, usually from 114 µM), for the others: at the top dose activity change, negative = inhibition, most hits filed as inhibitors; actives 4.4% (n = 360,000); Q9UIF8; note: potency is the fitted concentration of half-maximal effect; % is set by controls: 0 for no effect and ±100 for the full control effect; nearly all actives have a fitted effect of over 60% in size
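Multi-concentration screen (max 110 uM) measuring displacement of acetylated histone H3 peptide from BAZ2B by AlphaScreen, using 50 nM protein, 50 nM peptide and 10 ug/mL streptavidin donor plus Ni-chelate acceptor beads.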
ERG-DNA inh = ERG Ets/DNA interaction inhibition | P11308 | AID 624246 | fluorescence polarization, His-ERG Ets domain / labelled DNA | actives 0.028% (n = 370,000) | Potency, µM (highest dose often 76.9 µM), without a hit: top-dose FP activity, negative = inhibition, actives largely listed as inhibitors; active = well fitted inhibition curve with a large enough effect in the polarisation, with a control signal flat; inconclusive = small, poorly fitted or top-dose-only effect, or effect the other way, or a change in a side signal; inactive = no such curve, though single readings can be large or run the other way; the % refers to the polarisation;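 note: polarization taken with two DNA probes labelled with fluorescein and Texas red; potency is the fitted concentration of half-maximal effect; % of control where 0% means no effect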
Target sequence (P11308 whole entry, looked up, the tested form may be a part): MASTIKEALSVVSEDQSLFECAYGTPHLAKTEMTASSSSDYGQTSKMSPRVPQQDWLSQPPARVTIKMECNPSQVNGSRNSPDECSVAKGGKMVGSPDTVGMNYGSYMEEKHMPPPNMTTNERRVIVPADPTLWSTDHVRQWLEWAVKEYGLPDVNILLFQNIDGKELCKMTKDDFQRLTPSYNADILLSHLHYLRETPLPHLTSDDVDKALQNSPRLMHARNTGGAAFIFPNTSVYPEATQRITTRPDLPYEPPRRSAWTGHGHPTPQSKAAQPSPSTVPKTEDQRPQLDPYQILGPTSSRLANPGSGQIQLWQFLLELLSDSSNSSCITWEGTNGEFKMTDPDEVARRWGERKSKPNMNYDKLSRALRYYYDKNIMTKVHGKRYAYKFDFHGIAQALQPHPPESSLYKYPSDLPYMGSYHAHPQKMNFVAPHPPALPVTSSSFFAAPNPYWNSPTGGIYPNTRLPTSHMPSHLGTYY
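His-tagged ERG Ets domain (1 uM in the protein solution; 300mM KCl, 50mM Tris-HCl, 1mM EDTA, 1mM DTT, pH 7.5) received compound, then a probe mix of 5 nM fluorescein-DNA and 100nM Texas-615-DNA. Fluorescence polarization was read for both dyes.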
G9a block = G9a (human) methyltransferase inhibition | actives 8.8% (n = 350,000) | G9a H3K9 monomethylation, AlphaScreen, 2 h | Potency, µM (doses to about 102 µM), for the others: at the top dose activity, negative = inhibition, most hits filed as inhibitors; note: potency is the fitted concentration of half-maximal effect; % is set by controls: 0 for no effect and ±100 for the full control effect; nearly all actives have a fitted effect of over 75% in size
Target sequence (Q96KQ7 913-1193 limits assumed): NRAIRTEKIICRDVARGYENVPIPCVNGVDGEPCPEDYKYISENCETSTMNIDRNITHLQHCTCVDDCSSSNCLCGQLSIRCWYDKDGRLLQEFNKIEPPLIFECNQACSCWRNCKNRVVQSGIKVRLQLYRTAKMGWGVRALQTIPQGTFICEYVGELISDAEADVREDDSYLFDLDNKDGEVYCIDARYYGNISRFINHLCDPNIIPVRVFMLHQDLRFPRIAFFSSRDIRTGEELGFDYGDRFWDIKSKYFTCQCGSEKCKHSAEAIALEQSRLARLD
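Readings reflect AlphaScreen signal from monomethyl-H3K9 antibody detection. HMT at 20 nM; substrate b-H3K9 500 nM; cofactor SAM 20 uM; 2 h RT reaction; compounds tested as titrations in qHTS with 15 min preincubation.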
RGS4 inhibitor = human RGS4 inhibition | Potency, µM (doses to about 114 µM), for the others: at the highest dose activity change, negative = inhibition, actives largely listed as inhibitors | actives 0.039% (n = 390,000) | Transcreener GDP fluorescence polarization, RGS4-accelerated GTP hydrolysis | P49798; note: potency is the fitted concentration of half-maximal effect; % is set by controls: 0 for no effect and ±100 for the full control effect; nearly all actives have a fitted effect of over 75% in size; some results filed as inactive show a strong effect at the top dose
Target sequence (P49798 whole entry, looked up): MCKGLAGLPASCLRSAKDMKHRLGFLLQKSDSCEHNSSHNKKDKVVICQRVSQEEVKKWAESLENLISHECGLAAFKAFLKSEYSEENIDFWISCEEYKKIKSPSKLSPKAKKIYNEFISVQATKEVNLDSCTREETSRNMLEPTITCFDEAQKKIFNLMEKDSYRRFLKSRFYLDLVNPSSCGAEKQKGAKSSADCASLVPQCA
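MLSMR compounds (23 nl, pin-transferred) preincubated 10 min at room temperature with a 500nM (2x) first reagent, then RGS4 at 900nM (2x) plus Transcreener GDP mix added; fluorescence polarization (620/688 nm) read before and after 90 min at 30 °C.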
12-LOX inh = inhibitors of human 12S-lipoxygenase ALOX12; P18054; purified 12hLO, xylenol orange hydroperoxide absorbance; Potency, µM (highest dose often 108 µM), without a hit: top-dose activity change, negative = inhibition, most hits filed as inhibitors; actives 1.1% (n = 580,000); AID 1671190; note: potency is the fitted concentration of half-maximal effect; % is set by controls: 0 for no effect and ±100 for the full control effect
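Purified human 12hLO at 150 nM in 25 mM Hepes, 0.01% Triton X-100, pH 7.0, preincubated 15 min at room temperature with compound. Reaction started with 40 uM arachidonic acid, 30 min at room temperature. Hydroperoxide measured by Fe-xylenol orange, 573/405 nm absorbance ratio.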
GLS inh = glutaminase GLS (human) inhibition; O94925; GLS enzymatic activity, qHTS titration; AID 624170; Potency, µM (titrated, usually from 45.5 µM), for the others: at the highest dose activity change, negative = inhibition, actives largely listed as inhibitors; actives 0.21% (n = 410,000); note: potency is the fitted concentration of half-maximal effect; % is set by controls: 0 for no effect and ±100 for the full control effect
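hKGA in 45 mM KH2PO4 (pH 8.2), 0.02% Tween-20 with compound, then 1mM L-Glutamine (stock as added) plus glutamate oxidase/HRP/Amplex red coupling mix. Fluorescence read initially and after 30 min at RT; signal change reflects glutamate formation.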
PI4K2A inh = inhibitors of human PI4K2A; Q9BTU6; purified PI4K2A, ADP-Glo luminescence, 1 h; active compounds read low; activity change, negative = inhibition, % at 76.9 µM; actives 0.13% (n = 420,000); in the data active = activity change below about -50%; inconclusive = mostly about -30% to -49%;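 note: -100% = wells without enzyme as full effect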
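In this quantitative HTS, ADP production by PI4K2A was quantified luminescently after 1 h at ambient temperature; 100 microM adenosine served as plate-quality control.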
JMJD2A Tudor inh = blocks the human JMJD2A Tudor domain. actives 4.4% (n = 390,000). O75164. AlphaScreen JMJD2A-Tudor / H3K4me3 peptide binding. Potency, µM (titrated, usually from 114 µM), without a hit: top-dose activity change, negative = inhibition, hits mostly inhibitors; note: potency is the fitted concentration of half-maximal effect; % is set by controls: 0 for no effect and ±100 for the full control effect; nearly all actives have a fitted effect of over 50% in size
HP1b binding inh = inhibitors of HP1-beta chromodomain binding to methylated histone tails; AlphaScreen HP1-beta / biotin-H3K9me3 peptide binding; P83916; Potency, µM (titrated, usually from 114 µM), inactives show at the highest dose activity change, negative = inhibition, usual class: inhibitors; actives 0.56% (n = 390,000); note: potency is the fitted concentration of half-maximal effect; nearly all actives have a fitted effect of over 70% in size; inactives centre near 23
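AlphaScreen: HP1-beta (50 nM) preformed 30 min with biotin-H3(1-18)K9me3 peptide (50 nM) in PBS pH 7.4, 0.01% Tween-20. Compound added for 30 min at RT, then streptavidin donor/nickel chelate acceptor beads (10 ug/mL) for 30 min.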
* marks the source's active call; other numbers are inactive results; ? = inconclusive; · = not tested or not shown; & = joins results of further samples; ! = a repeat was not active; [ ] = another dose, or the depositor's remark. Unless noted, calls come from the whole dose curve; as a rule, active = well fitted curve in the direction sought with a large enough effect; inconclusive = small, poorly fitted or top-dose-only effect, or another doubt; inactive = no such curve, though single readings can be large; an effect the other way counts as inactive or inconclusive. These rows are one share of the data; rates above refer to the full screens.

SMILES	BAZ2B block	ERG-DNA inh	G9a block	RGS4 inhibitor	12-LOX inh	GLS inh	PI4K2A inh	JMJD2A Tudor inh	HP1b binding inh
CCN(CC)C(=O)c1ccc(C)c(Br)c1	-1%	-17%	-10%	6%[11.4 µM]	0%	-2%	4	-7%[57.1 µM]	22%
OCCc1c[nH]c2ccc(OCc3ccccc3)cc12	-37%	-8%	17%	-4%	4%	23%	-2	-28%	18%
CCCCOc1ccc(CNC(=O)Cc2ccc(NC(=O)N3CCCCc4ccccc43)cc2)cc1	-19%	1%	-5%[59 µM]	6%	-31%	-3%	-3	79µM*	10%
CC1CN(S(=O)(=O)c2cccc(C(=O)Nc3ccccc3N3CCCCC3)c2)CC(C)O1 (stereo unspecified)	3%	-3%	-46%	26%	21%	15%	-2	-22%	14%
CCC(C)Nc1nc(-c2ccc3c(c2)NC(=O)CO3)cs1 (stereo unspecified)	?	-14%	50µM*	-28%	?	1%	-4	?	-1%
COc1ccc(OC)c(S(=O)(=O)N(C)CC(=O)N2CCN(c3ccccc3)CC2)c1	-22%	5%	4%[12.7 µM]	-9%	326%[activator]	2%	-2	-19%	18%
O=c1[nH]n2c(=O)c3c([nH]c2c1N=Nc1ccccc1)CCC3	40µM*	-1%	?	-14%	?	?	2	50µM*	-37%
Cc1n[nH]c(=O)nc1NCc1ccccc1	27%	-1%	29%	-22%	0%	-20%	2	-15%	16%
Cc1c(NC(=O)c2ccc(CC(C)C)o2)c(=O)n(-c2ccccc2)n1C	-1%	-1%	-7%[2.33 µM]	4%	404%[activator]	-5%	-1	-8%	23%
CS(=O)(=O)N(CC(N)=O)c1ccc(F)c(Cl)c1	-5%	-3%	-9%[59 µM]	33%	161%[activator]	6%	-5	-14%	14%
O=C(Nc1ccccc1N1CCOCC1)c1cccc(F)c1	-11%	-7%	25%[59 µM]	-24%	-1%	71%[activator]	1	8%	31%
COc1ccc(NCc2nnc(SCC(=O)N3CCCc4ccccc43)n2C)cc1	-7%	-5%	-1%[59 µM]	1%	-18%	10%	-2	-33%	9%
CCCCCOc1ccc(C(=O)CCC(=O)NC(C)c2ccc(S(N)(=O)=O)cc2)cc1 (stereo unspecified)	·	-3%	·	-9%	-2%	-4%	2	-21%	7%
COc1cccc(Cc2nc3ccccc3nc2SCC(=O)N2CCCc3ccccc32)c1	15%	11%	-9%[59 µM]	-16%	-20%	-27%	-2	-10%	26%[57 µM]
CCCn1c(-c2ccc(F)cc2)cnc1SCC(=O)O	-8%	13%	-1%[12.7 µM]	-24%	?	-1%	-2	-12%	80%[activator]
COc1ccccc1OCCSc1nnnn1C1CCCCC1	·	-7%	·	-11%	11%	7%	-6	13%	50%[activator]
Cc1nc(N2CCC(C)CC2)c(C#N)c(C)c1[N+](=O)[O-]	-12%	-6%	5%[12.7 µM]	-17%	-5%	-18%	5	3%	35%[activator]
O=C(c1ccc(S(=O)(=O)N2CCCC2)cc1)N1CCN(c2cccc(Cl)c2)CC1	1%	-8%	-14%	-45%	0%	-5%	4	-12%	22%
c1ccc(-c2ccnc3nc(-n4cccc4)nn23)cc1	?	4%	-29%	-10%	24%	-6%	-1	-18%	1%
Oc1cc2c(cc1O)[C@@H](c1ccccc1)CNCC2	-7%	-2%	8.9µM*	-3%	?	-1%	-4	4%	29%
CCOC(=O)C1CCN(c2c(NCc3ccc(C(=O)N(C)Cc4ccccc4)cc3)c(=O)c2=O)CC1	-23%	4%	-26%	-21%	-5%	0%	0	-7%	36%
CC(=O)OC1COC(n2ccc3ccccc32)C(OC(C)=O)C1OC(C)=O (stereo unspecified)	-2%	-2%	-4%	-2%	-19%	-17%	0	-1%	39%[activator]
Cc1ccccc1CNC(=O)C1CCCCN1S(=O)(=O)c1ccc(F)cc1 (stereo unspecified)	13%	-1%	-1%[59 µM]	-13%	-11%	0%	-3	9%	34%
NS(=O)(=O)c1ccc(CCNC(=O)CSc2ccc(Cl)cc2Cl)cc1	3%	8%	-7%[59 µM]	-14%	3%	0%	-1	-19%	3%
O=C(Nc1ccc(F)c(F)c1)c1cccnc1	8%	-4%	-11%[59 µM]	24%	0%	4%	-2	-6%	-2%
CC(Nc1ccc2c(c1)OCCO2)C(=O)N1CCc2ccccc21 (stereo unspecified)	45µM*	18%	?	-15%	0%	3%	-2	?	4%
Cc1cc(OCC(=O)Nc2cc(-c3nc4ncccc4o3)ccc2C)ccc1Cl	-14%	-1%	-10%[59 µM]	-11%	-12%	-8%	-2	-30%	-5%
CN(Cc1cn(C)nc1-c1cccc(Cl)c1)CC1CCCCO1 (stereo unspecified)	5%	11%	·	-7%	2%	-8%	2	-11%	31%
C/C=C(/C)C(=O)O[C@@H]1Cc2c(ccc3ccc(=O)oc23)OC1(C)C	·	0%	·	-16%	-4%	0%	1	-15%	51%[activator]
COC(=O)c1c(NC(=O)COc2ccccc2Cl)sc2c1CCC(C(C)(C)C)C2 (stereo unspecified)	21%	0%	3%[59 µM]	2%	-24%	-7%	-3	-23%	57%[activator]
C[C@@H](N)C(=O)O	·	·	35%[59 µM]	21µM*!	?	10%	2	·	·
COc1ccc(C(=O)COC(=O)CCn2nnc(-c3cccs3)n2)cc1	-1%	-6%	1%[59 µM]	42%	0%	0%	-4	-4%	35%
Cc1ccc(NC2CCCN(C(=O)c3ccoc3)C2)cc1C (stereo unspecified)	?	10%	79µM*	14%	5%	0%	-2	-28%	27%
CC(=O)NC(C(=O)N1CCC(c2nc3ccccc3s2)CC1)C(C)C (stereo unspecified)	12%	3%	7%	41%	0%	9%	2	-12%	30%
COC(=O)c1nc(NC(=O)c2ccc(C(C)(C)C)cc2)n[nH]1	-15%	8%	32µM*	-2%	-2%	9%	-3	-15%	62%[activator]
CCC(=O)NC(=S)Nc1ccc(NC(=O)CC)cc1	5%	-6%	?	-26%	2%	9%	-2	-3%[57.1 µM]	34%
O=C(COc1ccccc1)NCC1(N2CCCCC2)CCCCC1	-4%	-1%	3%	-5%	-2%	-1%	2	-11%	24%
CCOC(=O)C(=O)Nc1sc(C(=O)N2CCOCC2)c(C)c1C#N	-16%	1%	0%	-7%	-8%	17%	-1	-5%	22%
CNC(=O)c1cc2cc(OC)ccc2n1CCN(Cc1ccccc1)Cc1ccccc1	-31%	7%	-36%[59 µM]	-14%	?	-12%	3	1%	24%
Cc1ccc2c(c1)C1(OCCCO1)C(=O)N2	9%	11%	-10%	-41%	0%	-3%	-1	-10%	38%[activator]

RGS4 inhibitor: entries above that show a hit.
SMILES	BAZ2B block	ERG-DNA inh	G9a block	RGS4 inhibitor	12-LOX inh	GLS inh	PI4K2A inh	JMJD2A Tudor inh	HP1b binding inh
C[C@@H](N)C(=O)O	·	·	35%[59 µM]	21µM*!	?	10%	2	·	·

(further entries)
SMILES	BAZ2B block	ERG-DNA inh	G9a block	RGS4 inhibitor	12-LOX inh	GLS inh	PI4K2A inh	JMJD2A Tudor inh	HP1b binding inh
CCCCCSc1nc2c(cnn2-c2ccccc2)c(=O)[nH]1	-6%	-4%	1%[59 µM]	-38%	-6%	1%	0	-1%	46%[activator]
Cc1ccccc1-n1ncc2c1CC(C)(C)CC2NC(=O)CCC(F)(F)F (stereo unspecified)	4%	-11%	22%	0%	2%	-3%	9	-5%	48%[activator]
Cc1ccc(-n2ncc(C(=O)N3CCN(C(=O)c4ccco4)CC3)c2C2CCN(C(=O)OC(C)(C)C)CC2)cc1C	-16%	4%	·	-9%	-10%	2%	2	-4%	23%
O=C(NCCc1ccco1)C(=O)NCC1OCCCN1S(=O)(=O)c1ccc(F)cc1 (stereo unspecified)	-16%	-4%	·	25%	-40%	8%	1	-16%	12%
O=C(NCCCN1CCOCC1)c1cc(-c2cccs2)on1	4%	9%	?	8%	5%	-2%	-1	-10%	15%
COC(=O)[C@H](CO)NS(=O)(=O)c1ccc(C)cc1	·	2%	·	-11%	22%	-27%	-3	-4%	29%
COc1cccc(CNC(=O)c2ccc3oc(=O)n(Cc4ccccc4)c3c2)c1	-1%	5%	?	7%	-26%	3%	-3	-3%	36%
COc1ccc2c(-c3ccccc3)cc(SCC(=O)N(C)C)nc2c1	-16%	8%	27%[0.0925 µM]	-1%	-4%&-23%	5%	5	-23%	20%
Cc1ccc(N=C2C(=S)N(c3ccc(C)cc3)C(=N)N2/N=C/c2ccc(Cl)cc2)cc1	?	-6%	?	-38%	-21%	-1%	-1	?	3.5µM*
N#CC1(NC(=O)CSc2nnc(Cc3ccccc3)o2)CCCCC1	-6%	7%	10%[12.7 µM]	-16%	-13%	-4%	1	-11%	28%
CN1CCN(S(=O)(=O)c2ccc(NC(=S)NC(=O)c3ccc(Cl)cc3)cc2)CC1	8%	-6%	18µM*	-29%	?	10%	1	?	?
CCOc1cc(-c2ccc(OC(=O)c3ccccc3Cl)c(OC)c2)cc(=O)c2c(C)oc(C)c12	?	2%	-38%[59 µM]	-1%	-23%	-24%	-7	-35%	15%

Retrieved one by one from the entries so far (two):
SMILES	BAZ2B block	ERG-DNA inh	G9a block	RGS4 inhibitor	12-LOX inh	GLS inh	PI4K2A inh	JMJD2A Tudor inh	HP1b binding inh
O=C(NCCc1ccco1)C(=O)NCC1OCCCN1S(=O)(=O)c1ccc(F)cc1 (stereo unspecified)	-16%	-4%	·	25%	-40%	8%	1	-16%	12%
Cc1ccc(-n2ncc(C(=O)N3CCN(C(=O)c4ccco4)CC3)c2C2CCN(C(=O)OC(C)(C)C)CC2)cc1C	-16%	4%	·	-9%	-10%	2%	2	-4%	23%
